# From PubChem
# ARNT TACC3 PPI: disruptors of ARNT/TACC3 protein interaction, primary screen, biochemical, AlphaScreen, single concentration; Transforming acidic coiled-coil-containing protein 3 (Homo sapiens), Q9Y6A5; 390,000 compounds, 0.66% hits; AlphaScreen His-ARNT PAS-B/GST-TACC3 binding, luminescence; TACC3 fragment carries E629A point mutation; inhibition, % at 9.99 µM;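 active = mean inhibition of replicates at least 50% and at least half of replicates each reaching 50%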;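 also: 0% = complete ARNT plus TACC3 wells and 100% = ARNT alone without TACC3; many hits fall short of the cut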
# * hit, by the source's call.
ARNT TACC3 PPI | Compound
-6 | COC(=O)c1ccc(N2C(=O)c3ccc(OC)c(OC)c3C2=O)cc1
0 | Cc1ccc(N2CC(C(=O)NCCC(C)C)CC2=O)cc1 (stereo not drawn)
-4 | Nc1ccc(-c2nc3c(Cl)cc(N)cc3[nH]2)cc1
13 | O=C(c1ccco1)c1cn[nH]c1-c1ccc(Cl)cc1O
-12 | Cc1ccc(C)c(NC(=O)C2CC=CCC2C(=O)O)c1 (stereo not drawn)
8 | CCOC(=O)c1sc(NC(=O)c2cccc(S(=O)(=O)N(CC)CC)c2)cc1C
-2 | Cc1csc(NC(=O)C2CCCN2C(=O)OCC(C)C)n1 (stereo not drawn)
18 | CCOC(=O)C1=C(C)N=c2s/c(=C\c3cccn3C)c(=O)n2C1c1cccc(OC)c1OC (stereo not drawn)
12 | CC(=O)Nc1ccc2nc(-c3cccs3)[nH]c2c1
-12 | COCCNc1c(-c2ccc(O)cc2)nc2ccc(Cl)cn12
14 | CCN1C(=C2C(=O)c3ccccc3C2=O)C=Cc2ccccc21
-3 | Cc1ccc(C)c(N(CC(=O)N(C)C)S(C)(=O)=O)c1
-4 | CCOC(=O)c1nnn(-c2nonc2N)c1CSc1ccc(C)cc1
-2 | Cc1cc(C(=O)OCC(=O)N2C(C)CCCC2C)c(C)o1 (stereo not drawn)
-6 | Cc1ccc(CCNC(=O)c2cccc(N3CCCC3=O)c2)cc1
-2 | O=C(Nc1cccc(C(F)(F)F)c1)N(Cc1ccc(Cl)cc1)CC(O)C(F)(F)F (stereo not drawn)
-6 | Cc1n[nH]c(C)c1S(=O)(=O)N1CCOCC1
36 | COc1ccc(NCc2nc3ccccc3n2CCOc2ccccc2)cc1
2 | O=C(Nc1ccc(N2CCOCC2)cc1)c1cnsn1
-4 | O=C(c1ccc(OC2CCN(CCO)CC2)cc1)N1CCCC1
-8 | CC(C)(C)C(=O)NNC(=O)CCCOc1ccc(Cl)cc1Cl
-4 | O=C(NCCc1ccccc1)C1CCN(S(=O)(=O)c2ccc(-c3nn[nH]n3)cc2)CC1
-2 | CCOC(=O)N1CCC(NC(=O)CS(=O)(=O)Cc2nc(-c3cccc(OC)c3)oc2C)CC1
-11 | O=C(CSc1nc2ccccc2c(=O)n1Cc1ccco1)NCc1ccccc1
-9 | O=C(CCN1CCCC1)Nc1ccc(Br)cc1
3 | Cc1ccc(C(=O)N2CCN(c3ccc([N+](=O)[O-])c(NCc4ccco4)c3)CC2)cc1
0 | CC(CCc1ccccc1)C(=O)NO (stereo not drawn)
-3 | Cc1ccc(C)c(-n2c(-c3ccc4c(c3)OCO4)n[nH]c2=S)c1
-2 | CCOC(=O)C(=Cc1ccc(OCc2ccc([N+](=O)[O-])cc2)c(OC)c1)C(=O)OCC
22 | COc1ccc(C[C@H]2CN3C(=NC[C@@H]3Cc3ccccc3)N2CCNC(=O)c2ccc(C)c(Br)c2)cc1
-11 | CC(NC(=O)CCC(=O)NC(C)C1COc2ccccc2O1)C1COc2ccccc2O1 (stereo not drawn)
2 | O=S1(=O)C=C(SCc2cccc(Cl)c2)Nc2ccccc21
-3 | CCOC(=O)c1cc(C(=O)OCC)cc(-n2c(C)cc(C(=O)CN3CCOCC3)c2C)c1
-1 | COc1ccc(CCNC(=O)CSc2cc(=O)[nH]c(N)n2)cc1OC
-4 | O=C(NCCNCCO)c1c(O)c2cccc3c2n(c1=O)CCC3
-6 | O=C(OCCO)c1cc(Cl)c(C(=O)OCCO)cc1Cl
-12 | CC(=O)Oc1cccc(N2C(=O)c3ccc(C(=O)Nc4c[nH]c(=O)[nH]c4=O)cc3C2=O)c1
6 | O=C(CSc1nn(-c2ccc(F)cc2)c(=S)s1)N1CCN(C(=O)c2ccco2)CC1
-15 | CCOC(=O)Cn1nc(-c2ccccc2)ccc1=O
-5 | CCCS(=O)(=O)c1c(S(=O)(=O)CCC)c2cnccn2c1C(=O)c1ccc(CC)cc1
-5 | COC(=O)Cn1ncn2cccc2c1=O
1 | CC(=O)N(Cc1cc(=O)[nH]c2ccccc12)c1ccccc1
1 | CCOC(=O)CC1C(=O)NCCN1c1nc2ccc(C)cn2c(=O)c1/C=C1\SC(=S)N(CC(C)C)C1=O (stereo not drawn)
1 | CCOC(=O)CSc1nnc(CNC(=O)c2ccco2)n1-c1ccc(F)cc1
1 | Cc1nnc(N2CCN(c3ccccc3)CC2)[nH]c1=O
1 | CC(C)N1CCC(=NNC(=O)c2ccc(Br)o2)CC1
-8 | COCc1cc(=O)n2[nH]c(-c3ccc(C)cc3)cc2n1
-7 | Cc1ccc(-n2nc3c(c2NC(=O)c2cccs2)CSC3)cc1
24 | CC(C)(C)NC(=O)Cc1ccc(S(=O)(=O)N2CCCC2)s1
-4 | O=C(Cn1c(NCCCO)nc2ccccc21)c1ccc(Br)cc1
-12 | O=C(COc1ccccc1)N1CCN(C(=O)c2cccc(F)c2)CC1
-13 | C(=N\n1cnnc1)/c1ccc(OCc2ccccc2)cc1
-19 | O=C(CSc1nnnn1C1CCCC1)Nc1cccc(NC(=O)c2ccco2)c1
-4 | CCOC(=O)c1cnn(-c2cc(Oc3ccccc3)ncn2)c1N
-1 | CCOC(=O)NC(C(F)(F)F)(C(F)(F)F)P(=O)(c1ccccc1)c1ccccc1
-2 | CN1C(=O)c2cccc3c(S(=O)(=O)NCc4ccco4)ccc1c23

# The results go on.
ARNT TACC3 PPI | Compound
3 | CCOC(=O)CNC(=O)CCCCCC(=O)NCC(=O)OCC
6 | CCCCN(C(=O)NC(=O)Nc1ccccc1OCC)S(C)(=O)=O
10 | Cc1cccc(NC(=O)c2cc(N3CCOCC3)nc3ccccc23)c1
-3 | CC(C)C(NC(=O)C1CCCCC1)C(=O)Nc1ccccn1 (stereo not drawn)
4 | CCOC(=O)N1CCN(C(=O)CN(c2ccccc2OC)S(=O)(=O)c2ccc(C)cc2)CC1
-2 | CCCn1c(C2CCCN2c2nc(-c3ccc(OC)cc3)cs2)nc2ccccc21 (stereo not drawn)
1 | CCCc1cc(-c2n[nH]c(=S)n2CC)c2ccccc2n1
-4 | Cc1nc2nc(Cc3ccccc3)[nH]n2c(=O)c1Cc1ccccc1
10 | CNc1cc(C)nc(-n2nc(C)cc2C)n1
-8 | COC(=O)C(C(=O)N1CCN(C)CC1)C1CCCCCC1 (stereo not drawn)
0 | Cc1ccc(CNC(=O)c2c(C)cc(=O)oc2C)cc1
-2 | CSc1ccc(C(=S)N2CCN(C)CC2)cc1
-3 | CCOC(=O)C1CCN(C(=O)CCc2nc3ccccc3[nH]2)CC1
7 | CCc1nn(C(C)C(=O)N2CCN(Cc3ccccc3)CC2)c(=O)c2cc3occc3n12 (stereo not drawn)
-4 | Cc1nc(NCc2ccc3c(c2)OCO3)c2oc3ccccc3c2n1
4 | CCC(c1nnnn1CC1CCCO1)N(CCN1CCOCC1)Cc1cc2cc(C)ccc2[nH]c1=O (stereo not drawn)
-3 | C=CCc1cccc2cc(C(=O)NC)c(=O)oc12
-11 | O=C(Nc1ccc(N2CCOCC2)c(F)c1)c1ccncc1
1 | C/C(=N\Nc1nccnc1Cl)c1ccc([N+](=O)[O-])cc1
-5 | COc1ccc(C(=O)NCc2ccc(-c3nc4ccccc4s3)cc2)cc1
-11 | Cc1ccc(Cn2ccc(NC(=O)c3c(-c4ccccc4Cl)noc3C)n2)cc1
-3 | O=C(NCCC1=CCCCC1)C1COc2ccccc2O1 (stereo not drawn)
6 | O=[N+]([O-])c1cccnc1N1CCC(c2cc(-c3cccc(C(F)(F)F)c3)n[nH]2)CC1
-11 | CCC(C)Sc1nc2c(c(=O)[nH]c(=O)n2C)n1CC(O)COc1cccc2ccccc12 (stereo not drawn)
-8 | Oc1ccc(Oc2ncc(Cl)cc2Cl)cc1
6 | COc1cccc(C(=O)Nc2ccc(NC(=O)c3ccco3)nc2)c1
-1 | Cc1cc(C)c2c(-n3cccc3)c(NC(=O)OC(C)C)sc2n1
0 | CCc1cc2cccc(C)c2nc1SCC(=O)c1ccc(NC(C)=O)cc1
-11 | COc1ccc(-c2nn(-c3ccccc3)cc2/C=N/NS(=O)(=O)c2ccccc2)cc1
-15 | O=C(CN1CCOCC1)Nc1cc(Cl)ccc1Cl
4 | c1ccc2c(c1)NC1(CCCCC1)n1c-2nc2ccccc21
-5 | CCOCC(=O)Nc1ccc(S(=O)(=O)Nc2ncccn2)cc1
-17 | CSc1nc(SCC(=O)NCc2ccco2)c2c3c(sc2n1)COC(C)(C)C3
3 | Cc1ccc(NC(=O)CN(C)S(=O)(=O)c2cnc[nH]2)cc1C
3 | COc1ccc(NC(=O)N(Cc2cc3cc(OC)ccc3[nH]c2=O)CC2CCCO2)cc1 (stereo not drawn)
-6 | CC(=O)NC(CC(=O)O)C(=O)O (stereo not drawn)
2 | C[C@H](NC(=O)OC(C)(C)C)c1nnc(SCC(N)=O)o1
-4 | COc1cccc(Cn2c(-c3nonc3N)nc3ccccc32)c1
-4 | CCN(Cc1ccccc1)S(=O)(=O)c1nc2nc(C)c(C)c(C)n2n1
-2 | COC(=O)c1cccc(NC(=O)Cc2ccc(OC)cc2)c1C

# Among those listed so far, these have a CF3 group.
ARNT TACC3 PPI | Compound
-2 | O=C(Nc1cccc(C(F)(F)F)c1)N(Cc1ccc(Cl)cc1)CC(O)C(F)(F)F (stereo not drawn)
-1 | CCOC(=O)NC(C(F)(F)F)(C(F)(F)F)P(=O)(c1ccccc1)c1ccccc1
6 | O=[N+]([O-])c1cccnc1N1CCC(c2cc(-c3cccc(C(F)(F)F)c3)n[nH]2)CC1

# The results go on.
ARNT TACC3 PPI | Compound
-1 | Cc1nc2ccc(S(=O)(=O)NCC(=O)O)cc2s1
-9 | CCCCNCCCOc1cc(Cl)ccc1Cl
-7 | C/C(=N\NC(=O)C1CCCN(S(=O)(=O)c2ccccc2)C1)c1ccncc1 (stereo not drawn)
-4 | Cc1oc(-c2ccc(Cl)cc2)nc1CN1CCC(C(=O)NCc2ccco2)CC1
-13 | CCCCNC(=O)Nc1ccccc1C(=O)Nc1ccc(OC)cc1
7 | COc1ccc(OCC(=O)N/N=C2\CCc3ccccc32)cc1
3 | CCn1c(Cn2nnc(-c3ccccc3)n2)nnc1SCc1ccc(Cl)c(Cl)c1
4 | COc1cc(/C=C2/C(=O)N=C(N)N2C)cc(OC)c1OC

# Sorted by heavy-atom count (highest first): 6 of the compounds above.
ARNT TACC3 PPI | Compound
-4 | Cc1oc(-c2ccc(Cl)cc2)nc1CN1CCC(C(=O)NCc2ccco2)CC1
-13 | CCCCNC(=O)Nc1ccccc1C(=O)Nc1ccc(OC)cc1
-2 | COC(=O)c1cccc(NC(=O)Cc2ccc(OC)cc2)c1C
4 | COc1cc(/C=C2/C(=O)N=C(N)N2C)cc(OC)c1OC
-1 | Cc1nc2ccc(S(=O)(=O)NCC(=O)O)cc2s1
-9 | CCCCNCCCOc1cc(Cl)ccc1Cl

# More compounds follow:
ARNT TACC3 PPI | Compound
-8 | O=C(NCc1ccco1)c1cc2ccccc2o1
-1 | O=C(CCc1nc(-c2ccccc2)no1)NC1CCCCC1
7 | C=CCSC1=N/C(=C\c2ccsc2)C(=O)S1
-6 | CC1CCOC2(O1)C(=O)N(CN1CCN(c3ccccc3F)CC1)c1ccccc12 (stereo not drawn)
20 | O=C(OCN1C(=O)c2ccccc2C1=O)c1ccccc1
6 | CCOCCN1CCN(c2c(CC)c(C)nc3cc(-c4cc(OC)cc(OC)c4)nn23)CC1
1 | CN(C)S(=O)(=O)N1CCN(S(=O)(=O)c2ccccc2)CC1
24 | Cc1[nH]c(=O)[nH]c(=O)c1/C=N/NC(=O)[C@H](CC(C)C)NC(=O)OC(C)(C)C
-2 | CCOC(=O)c1sc(NC(=O)CSc2ncn[nH]2)c(C#N)c1C
1 | CCOC(=O)C1(Nc2nccs2)Sc2ccccc2NC1=O (stereo not drawn)
8 | CC(C)C(=O)c1cn(CC(=O)NCc2ccco2)c2ccccc12
0 | O=C(Nc1ncnc2c1ncn2C1OC(COC(=O)c2ccccc2)C(F)C1O)c1ccccc1 (stereo not drawn)
-1 | C[C@H](C(=O)CC(=O)OC(C)(C)C)[C@H](O)c1ccc(C(F)(F)F)cc1
-6 | C=CCSc1nc(NC)c2sccc2n1
-7 | O=C(Nc1cc(S(=O)(=O)N2CCOCC2)ccc1Cl)c1cc([N+](=O)[O-])ccc1Cl
-14 | Cc1ncc([N+](=O)[O-])n1CC(=O)NCc1ccccc1
6 | COc1ccc(CC(=O)N(C)CC(=O)Nc2ccccc2C(F)(F)F)cc1S(=O)(=O)N1CCOCC1
-6 | CCOC(=O)c1cnc(-c2ccccc2)nc1Oc1ccccc1
-23 | CCOC(=O)CNC(=O)C(Cc1ccccc1)NS(=O)(=O)c1ccc2c(c1)CCC(=O)N2 (stereo not drawn)
7 | O=C1c2ccccc2-c2c1cccc2C(=O)N1CCCCC1
-3 | O=C(Nc1ccc2nc(-c3cccnc3)[nH]c2c1)C12CC3CC(CC(C3)C1)C2
-5 | COC(=O)c1c(C)cc(OC(C)=O)c(C)c1OC(C)=O
-1 | O=C(Nc1cccc(-c2nn[nH]n2)c1)c1csc2c1CCCC2
-6 | O=C(O)c1cccc(CSc2nnc(Cc3ccccc3)o2)c1
3 | COc1ccc(OC)c(-n2nnnc2SCC(=O)O)c1
10 | Cc1ccc(S(=O)(=O)NCCC(=O)O)cc1
-14 | CCOC(=O)c1ccccc1NS(=O)(=O)c1ccccc1F
6 | CCOC(=O)C1=C(Cc2ccc(Cl)cc2)C(=O)c2ccccc2C1=O
-7 | CCc1cc(-c2n[nH]c(=S)n2N)n(C)n1
1 | CCOc1c(C(N)=O)c(-c2ccccc2)c2c(=O)[nH]c3ccccc3n12
41* | O=C(c1ccco1)[C@@H]1[C@@H]2C(=O)N(c3ccccc3)C(=O)[C@@H]2C2c3ccccc3C=CN21 (stereo partly drawn)
-1 | O=C1CSC(c2ccc(Cl)cc2)N1C1CCCCC1 (stereo not drawn)
3 | CC(NC(=O)Cc1cccs1)C(c1cccs1)N1CCN(c2ccccc2)CC1 (stereo not drawn)
-3 | COc1ccccc1/C=C/CN1CC(C)OC(C)C1 (stereo not drawn)

# Some of the compounds tested (hit frequency here may not be typical).
